# Bioassay records from PubChem.
# TDP1 cell CPT – growth inhibition of DT40 Tdp1-/-;hTDP1 cells with camptothecin (screen for TDP1 inhibitors); Potency, µM (doses to about 46.2 µM), for the others: top-dose activity change, negative = growth inhibition, hits mostly inhibitors; actives 12% (n = 420,000); chicken DT40 Tdp1-/-;hTDP1 cells + 20 nM CPT, ATP luminescence, 48 h; note: nearly all actives have a fitted effect of over 55% in size
#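 Cell growth measured by CellTiter-Glo luminescence after a minimum 48 h, 37 C compound exposure with 20 nM CPT in Tdp1-knockout DT40 cells stably expressing hTDP1, seeded 400/well; qHTS titration format.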
# TDP1 inh – inhibitors of human tyrosyl-DNA phosphodiesterase TDP1. recombinant TDP1, AlphaScreen DNA substrate cleavage. Q9NUW8. Potency, µM (highest dose often 130 µM), without a hit: at the highest dose activity change, negative = inhibition, most hits filed as inhibitors. AID 485290. actives 0.28% (n = 350,000); note: nearly all actives have a fitted effect of over 40% in size
# Target sequence (Q9NUW8 whole entry, looked up): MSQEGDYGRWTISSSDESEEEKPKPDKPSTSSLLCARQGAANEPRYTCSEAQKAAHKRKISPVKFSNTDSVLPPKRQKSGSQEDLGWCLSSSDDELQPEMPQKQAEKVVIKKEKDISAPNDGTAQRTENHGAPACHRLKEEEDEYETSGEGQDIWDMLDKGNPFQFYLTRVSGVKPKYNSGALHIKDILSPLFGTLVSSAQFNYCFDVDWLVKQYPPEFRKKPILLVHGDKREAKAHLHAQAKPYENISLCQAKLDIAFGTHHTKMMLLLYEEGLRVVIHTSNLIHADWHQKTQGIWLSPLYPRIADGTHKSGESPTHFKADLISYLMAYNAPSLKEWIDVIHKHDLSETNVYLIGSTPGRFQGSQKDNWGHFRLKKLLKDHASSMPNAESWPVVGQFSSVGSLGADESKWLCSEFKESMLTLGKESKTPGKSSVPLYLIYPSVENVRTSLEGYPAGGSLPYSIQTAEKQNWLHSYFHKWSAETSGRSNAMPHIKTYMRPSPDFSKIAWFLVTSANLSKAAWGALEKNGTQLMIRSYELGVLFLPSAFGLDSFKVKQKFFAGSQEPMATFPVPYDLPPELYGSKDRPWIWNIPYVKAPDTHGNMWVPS
#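 Compounds were preincubated with Tdp1 (1 nM final) for 15 min at room temperature before substrate (15 nM final) started a 5 min reaction; beads (10 ug/ml final) were then added for 10 min before AlphaScreen detection.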
# DT40 TDP1 no CPT – qHTS for Inhibitors of human tyrosyl-DNA phosphodiesterase 1 (TDP1): qHTS in cells in absence of CPT | DT40 Tdp1-/- hTDP1 cells, no CPT, ATP luminescence, 48 h | Potency, µM (titrated, usually from 46.2 µM), for inactives: at the top dose activity change, negative = growth inhibition, actives largely listed as inhibitors | actives 15% (n = 420,000) | AID 686978, 2013; note: nearly all actives have a fitted effect of over 55% in size
#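 Camptothecin absent (DMSO only). Human TDP1-complemented DT40 knockout cells, 400 cells/well, 37 °C for minimum 48 hr; ATP measured via CellTiter-Glo, 30 min dark incubation, luminescence.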
# An asterisk follows results filed as active; ? = inconclusive; . = not tested or not shown; & = joins results of further samples; [ ] = another dose, or the depositor's remark. Calls come from the whole dose curve; as a rule, active = well fitted curve in the direction sought with a large enough effect; inconclusive = small, poorly fitted or top-dose-only effect, or another doubt; inactive = no such curve, though single readings can be large; an effect the other way counts as inactive or inconclusive. % is set by controls: 0 for no effect and ±100 for the full control effect; potency is the fitted concentration of half-maximal effect.
# Each structure is followed by: TDP1 inh	TDP1 cell CPT	DT40 TDP1 no CPT
- Cc1cccc2cc(C(c3nnnn3C3CCCC3)N3CCOCC3)c(=O)[nH]c12 (configuration not stated)
 : -2.9%	-3.1%	-12.2%
- Cc1ccc(S(=O)(=O)N/N=C2/CCCCC2C2CCCCC2)cc1[N+](=O)[O-] (configuration not stated)
 : 11.5%	?	?
- Cc1ccc(/C=N/n2c(C)nnc2C)cc1
 : 4.1%	-8.2%	-1.0%
- COc1ccc(NC(=O)c2c(C)oc3c2CCCC3)cc1
 : 7.3%	?	?
- Cc1ccc(OCCN(C)C(=O)CC2C(=O)NCCN2CC(C)(C)C)cc1 (configuration not stated)
 : 6.1%	0.4%	-5.8%
- Cc1cc2nc3s/c(=C/c4ccc(-c5ccccc5C(=O)O)o4)c(=O)n3c2cc1C
 : .	?	?
- COc1ccc(N2C(=NC(=O)C3CCCCC3)SC3CS(=O)(=O)CC32)cc1Cl (configuration not stated)
 : .	-0.6%	29.3%
- Cc1ccc(NC(=O)Cn2nnc(C(=O)NCCc3ccccc3)c2N)cc1Cl
 : -12.6%&-5.3%	1.2%&-4.6%	7.6%&-5.1%
- COc1ccc(CN(C)C(=O)c2cccc(C(=O)N(C)Cc3ccc(OC)cc3)c2)cc1
 : .	?	?
- Cc1ccc(-c2nnc3c4ccccc4c(-c4ccccc4)nn23)cc1
 : -2.1%	1.8%	-15.3%
- CC(CNC(=O)c1cc(Cl)ccc1[N+](=O)[O-])NC(=O)c1cc(Cl)ccc1[N+](=O)[O-] (configuration not stated)
 : 3.0%	-11.1%	-20.6%
- Cc1ccc(S(=O)(=O)NCCC(=O)OCC(=O)N(Cc2ccccc2)C(C)(C)C)cc1
 : .	-27.4%	?
- CCOC(=O)C(NC(=O)c1ccccc1OCC)(Nc1ncccn1)C(F)(F)F (configuration not stated)
 : 1.0%	?	?
- O=C(CN1C(=O)c2cccc3cccc1c23)Nc1cccc(F)c1
 : 0.0%	6.5%	-26.6%
- COC(=O)COc1ccc(C(c2c(C)[nH][nH]c2=O)c2c(C)[nH][nH]c2=O)cc1
 : 2.3%	-11.6%	-1.4%
- Cc1[nH]c(=O)[nH]c(=O)c1CSCC(=O)OCC(=O)c1ccc(Br)cc1
 : 2.6%	1.5%	-16.2%
- CC1=C(C(=O)O)N2C(=O)C(NC(=O)c3ccn(C)n3)C2SC1 (configuration not stated)
 : -2.9%	?	?
- CC1(C)CC(=O)c2cc(OCC(=O)N3CCOCC3)ccc2O1
 : 0.0%	-11.8%	-0.9%
- CCOC(=O)c1c(NC(=O)CSc2nnc3c(Cl)cc(Cl)cn23)sc2c1CCC2
 : 2.7%	?	?
- COc1cccc(CNCc2ccc(SC)cc2)c1OC
 : 0.0%	?	?
- C[C@@H]1CN([C@@H](C)CO)C(=O)CCCn2nncc2CO[C@H]1CN(C)S(=O)(=O)c1ccc(-c2ccccc2)cc1
 : .	?	-53.9%
- Cc1ccc(S(=O)(=O)N(C)c2ccc(OCC(=O)OCc3cccc(Br)c3)cc2)cc1
 : .	?	6.6%
- CN(C)C(=O)CCc1ccc2c3c([nH]c2c1)[C@]1(C)[C@@H](C(=O)N2CCCCC2)C[C@H](CC(=O)NCc2cccc(C(F)(F)F)c2)C(=O)N1CC3
 : 1.9%[56.1 µM]	20.6µM*	20.6µM*
- C(=N\Nc1nc2ccccc2[nH]1)/c1cccs1
 : 5.2%	?	?
- COc1ccccc1C(=O)Nc1ccc(OC(C)C(=O)N2CCOCC2)cc1 (configuration not stated)
 : -18.2%	5.6%	0.6%
- COc1cccc(-c2csc(N3CCN(C(=O)Nc4ccc(Cl)cc4)CC3)n2)c1
 : 7.4%	?	?
- CCCCN(CC(O)COc1cccc(C)c1)CC(O)COc1cccc(C)c1 (configuration not stated)
 : .	?	23.1µM*
- CCCCS(=O)(=O)NC1=NCN(CC)CN1
 : -1.5%	-12.0%	-3.5%
- CCSc1nnc(NC(=O)NCC(F)(F)F)s1
 : 2.2%	-14.9%	-23.7%
- O=S(=O)(c1ccccc1)N1CCN(Cc2ccccc2C(F)(F)F)CC1
 : .	-5.0%	-15.3%
- O=C(c1ccc2c(c1)OCO2)C1CCCN(Cc2cn[nH]c2-c2ccccc2)C1 (configuration not stated)
 : -2.7%	-18.0%	-0.7%
- Cc1nnc(SCC(=O)Nc2ccc(-c3nc4ccccc4s3)cc2)s1
 : 4.6%	-9.2%	-25.7%
- COc1ccccc1N=Nc1[nH]c2ccc(C)cc2c1O
 : 5.8%	-27.4%	?
- CCOCCCNC(=O)c1oc2ccc3c(c2c1C)C(O)CC(C)(C)O3 (configuration not stated)
 : .	-28.9%	-20.8%
- CCOC(=O)N1CCN(Cc2cc(=O)oc3cc4c(cc23)CCC4)CC1
 : 0.0%	?	?
- CCOc1ccc(CSCCNC(=S)Nc2ccccc2)cc1
 : 1.9%	23.1µM*	23.1µM*
- CC(=O)Nc1ccc(S(=O)(=O)N/N=C/c2ccc(C)o2)cc1
 : ?	-18.0%	8.3%
- CN1CCN(S(=O)(=O)c2ccc(C(=O)Nc3ccccc3)cc2)CC1
 : 1.4%	6.9%	-3.7%
- CCn1c(=O)cc(OCC(=O)NCCc2cccc(C)c2)c2ccccc21
 : 2.6%	?	?
- Cc1ccc(NC(=O)Nc2ccc(Cl)cn2)cc1
 : 8.2%	-26.6%	-49.5%
- COC(=O)Nc1ccc(NC(C)=O)cc1
 : -2.2%	-14.0%	-18.0%
- O=C(CSc1cn(CC(=O)N2CCCC2)c2ccccc12)NCC1CCCO1 (configuration not stated)
 : -1.3%	9.7%	-4.3%
- COCCCn1c(=O)c2ccccc2n(CC(=O)Nc2ccc3c(c2)OCCO3)c1=O
 : 7.1%	3.3%	-0.5%
- O=c1oc(/C=C/c2ccc([N+](=O)[O-])s2)nc2ccccc12
 : -0.3%	?	?
- COc1ccc(Cn2nnc3c(=O)[nH]c(C(=O)NCCc4ccc(F)cc4)nc32)cc1OC
 : 2.2%	-14.7%	-14.9%
- Cc1ccccc1C(=O)NNc1ccc([N+](=O)[O-])cc1
 : 1.0%	-7.1%	-28.6%
- Cc1ccc(C(=O)c2ccc([N+](=O)[O-])cc2)c(C)c1
 : 9.1%	-5.3%	-27.0%
- CCOc1cc(/C=C(\C#N)c2nc3ccccc3[nH]2)ccc1OC(C)C(=O)O (configuration not stated)
 : .	6.3%	-7.2%
- COc1cccc(CNC(=O)c2ccc(C)c(NC3=NC4CS(=O)(=O)CC4S3)c2)c1 (configuration not stated)
 : .	1.1%	8.3%
- Cn1c(SCC(=O)N/N=C/c2ccc(O)c(O)c2)nc2ccccc21
 : 1.3%	-81.7%	18.4µM*

# (listing goes on)
# Each structure is followed by: TDP1 inh	TDP1 cell CPT	DT40 TDP1 no CPT
- O=C(O)/C=C/C(=O)Nc1cccnc1
 : 5.4%	6.0%	-1.9%
- Cc1ccc(C2(C)NC(=O)N(CC(=O)Nc3cc(C)on3)C2=O)cc1 (configuration not stated)
 : 5.8%	-10.1%	-16.2%
- CC1CCc2sc3ncn4nc(C(=O)NCc5ccco5)nc4c3c2C1 (configuration not stated)
 : 0.0%	?	?
- Cc1ccc(-n2c(CC#N)n[nH]c2=S)c(C)c1
 : 0.0%	3.2%	14.4%
- CSc1ccc(CN2CCC2(C)C(=O)NCc2ccccc2Br)cc1 (configuration not stated)
 : .	18.4µM*	23.1µM*
- COc1cc(F)c(S(=O)(=O)Nc2c(C)n(C)n(-c3ccccc3)c2=O)cc1OC
 : 4.7%	6.3%	-9.1%
- CCOC(=O)C1C(=O)CC(C)(O)C(C(=O)OCC)C1c1ccc(NC(C)=O)cc1 (configuration not stated)
 : -1.2%	-2.6%	1.2%
- COc1ccc(NC(=O)C2=Cc3cccc(OC)c3OC2)cc1
 : 4.8%	-4.6%	?
- CC(=O)Nc1cncc(-c2ccccc2CO)n1
 : .	17.6%	0.2%
- COc1ccc(C(=O)CCC(=O)O)c(C)c1
 : -3.0%	-20.2%	-15.4%
- C[C@H](NC(=O)c1nc[nH]c1C(=O)N(C)Cc1ccccc1)C(=O)OC(C)(C)C
 : -0.8%	-10.7%	?
- Cc1ccc(-n2c(C)cc(/C=C3/SC(=O)N(CC(=O)N4CCOCC4)C3=O)c2C)nc1
 : 1.2%	-13.9%	-18.3%
- O=C(COC(=O)C(CO)NS(=O)(=O)c1ccc(Br)cc1)Nc1ccc2c(c1)OCCO2 (configuration not stated)
 : -0.5%	-10.3%	3.9%
- Cc1ccc(OCC(=O)Nc2ccc(N3CCN(C(=O)c4ccco4)CC3)cc2)c(C)c1
 : 1.9%	16.4µM*	8.2µM*
- O=C(CCCSc1nc2ccccc2[nH]1)Nc1nnc(C2CC2)s1
 : 3.7%	-23.9%	?
- COc1ccc(CC/C(=N\O)C2(O)CCCCC2)cc1
 : 6.2%	1.8%	-20.4%
- COc1ccccc1CNC(=O)CN(c1ccc(C)cc1)S(=O)(=O)c1c(C)nn(C)c1C
 : 0.9%	-25.5%	-25.4%
- O=C(Nc1ccccc1C(F)(F)F)N1CCOc2ccc(Cl)cc21
 : 7.8%	10.4%	1.9%
- Nc1ncnc2c1ncn2[C@@H]1O[C@H](C(=O)N[C@@H](CO)c2ccccc2)[C@@H](O)[C@H]1O
 : .	7.5%	9.2%
- COc1ccc(Br)cc1-c1noc(-c2ccccc2F)n1
 : 0.0%	-5.4%	2.2%
- CC1CCN(C(=O)c2cc3c(=O)n(C)c4cc(Cl)ccc4c3s2)CC1
 : -9.3%	1.6%	-8.7%
- CC1(C(=O)NCCC#N)CCN1C(=O)c1ccccc1CCc1ccccc1 (configuration not stated)
 : .	?	-21.7%
- CCOC(=O)c1cccc(NC(=O)C2CCCN(S(=O)(=O)c3c(C)n[nH]c3C)C2)c1 (configuration not stated)
 : 6.0%	?	?
- CCN(C(=O)C1CCN(S(=O)(=O)c2c(C)noc2/C=C/c2ccc(C)cc2)CC1)c1cccc(C)c1
 : 0.6%	1.0%	?
- O=C(Nc1ccc(N2CCCCCC2)cc1)c1ccccc1Cl
 : 8.2%	13µM*	16.4µM*
- O=C(N/N=C1\CC(c2ccccc2)Oc2ccccc21)c1ccccn1 (configuration not stated)
 : 5.0%	-3.4%	-9.2%
- COc1cccc(-c2nnc(SCCC(=O)O)n2C)c1
 : 7.0%	5.4%	2.0%
- COc1ccc(NC(=O)N2CC[C@@]3(CCCN(C(C)=O)C3)C2)cc1
 : .	?	2.7%
- CCCc1nc2nc(C)c(NS(=O)(=O)c3ccc([N+](=O)[O-])cc3)c(=O)n2[nH]1
 : 14.6%	4.6%	-7.7%
- Cc1cccc(C)c1NC(=O)NC1(C(=O)N2CCN3CCCC3C2)CCCCC1 (configuration not stated)
 : -7.8%	-28.4%	-12.4%
- Cn1c(N)c(C(=O)COC(=O)/C=C/c2ccc(Cl)cc2)c(=O)n(C)c1=O
 : 0.4%[56.1 µM]	?	?
- Cc1[nH]c2ccc(C(=O)OC(C)C(=O)NC3(C#N)CCCCC3)cc2c1C (configuration not stated)
 : 1.3%	?	?
- CCOC(=O)N1CCN(S(=O)(=O)c2ccc3c(c2)CC(C)N3C(=O)C2CC2)CC1 (configuration not stated)
 : 5.4%	?	-25.8%
- CCCCCNC(=O)CSC1=N/C(=C\c2ccc(Cl)c(Cl)c2)C(=O)N1CC
 : 5.6%	-13.2%	-5.2%

# Exported in CSV form: eleven of the compounds above
mol,TDP1 inh,TDP1 cell CPT,DT40 TDP1 no CPT
Cc1cccc2cc(C(c3nnnn3C3CCCC3)N3CCOCC3)c(=O)[nH]c12 (configuration not stated),-2.9%,-3.1%,-12.2%
Cc1ccc(S(=O)(=O)N/N=C2/CCCCC2C2CCCCC2)cc1[N+](=O)[O-] (configuration not stated),11.5%,?,?
Cc1ccc(/C=N/n2c(C)nnc2C)cc1,4.1%,-8.2%,-1.0%
COc1ccc(NC(=O)c2c(C)oc3c2CCCC3)cc1,7.3%,?,?
Cc1ccc(OCCN(C)C(=O)CC2C(=O)NCCN2CC(C)(C)C)cc1 (configuration not stated),6.1%,0.4%,-5.8%
Cc1cc2nc3s/c(=C/c4ccc(-c5ccccc5C(=O)O)o4)c(=O)n3c2cc1C,.,?,?
COc1ccc(N2C(=NC(=O)C3CCCCC3)SC3CS(=O)(=O)CC32)cc1Cl (configuration not stated),.,-0.6%,29.3%
Cc1ccc(NC(=O)Cn2nnc(C(=O)NCCc3ccccc3)c2N)cc1Cl,-12.6%&-5.3%,1.2%&-4.6%,7.6%&-5.1%
COc1ccc(CN(C)C(=O)c2cccc(C(=O)N(C)Cc3ccc(OC)cc3)c2)cc1,.,?,?
Cc1ccc(-c2nnc3c4ccccc4c(-c4ccccc4)nn23)cc1,-2.1%,1.8%,-15.3%
CC(CNC(=O)c1cc(Cl)ccc1[N+](=O)[O-])NC(=O)c1cc(Cl)ccc1[N+](=O)[O-] (configuration not stated),3.0%,-11.1%,-20.6%
